Rab7 wt GTP bind: dog Rab7 wildtype GTP binding, inhibitors and activators. GST-Rab7 beads, fluorescent GTP binding, flow cytometry; actives lie on both sides; untreated = 100%, excess cold GTP = 0%. GTP binding activity (percent of control), % at 10 µM. 190,000 compounds, 0.055% hits. AID 758;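 active = fluorescent GTP binding to Rab7 beads changed by at least 20 points from the 100% baseline, either direction, mostly lower; inconclusive = compound itself probably fluorescent, or too few beads counted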;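 also: median green fluorescence of bound Bodipy-FL-GTP per Rab7 bead population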
Cdc42 wt: human Cdc42 wildtype GTP binding change, either direction | P60953 | GST-Cdc42 beads, Bodipy-GTP binding, flow cytometry; actives lie on both sides | percent activity (GTP binding), % at 10 µM | 190,000 compounds, 0.2% hits | AID 761;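 active = percent activity GTP binding at least 20 points away from the 100% baseline, either down as inhibitor or up as activator; inconclusive = compound flagged as likely green fluorescent from well-wide comparison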;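 also: median bead fluorescence of bound Bodipy-FL-GTP at 100 nM; 0% = excess unlabeled GTP control and 100% = no compound control; below 100% means less GTP binding so inhibitor and above means activator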
Target sequence (P60953 whole entry, looked up): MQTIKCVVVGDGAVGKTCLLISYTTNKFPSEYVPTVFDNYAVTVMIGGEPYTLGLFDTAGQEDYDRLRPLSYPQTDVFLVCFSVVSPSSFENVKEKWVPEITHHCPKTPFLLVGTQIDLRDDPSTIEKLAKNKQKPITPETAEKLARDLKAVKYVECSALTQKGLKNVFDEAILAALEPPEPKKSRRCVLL
Pf gamet viab: inhibitors of late stage P. falciparum gametocyte viability; 150,000 compounds, 0.065% hits; inhibition, % at 10.9 µM; P. falciparum stage V gametocytes, ATP luminescence, 24 h;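 active = inhibition above the mean plus 3 SD of compounds within the control limits, set per campaign, cut at about 38% in these data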;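 also: 0% = DMSO wells and 100% = medium only without gametocytes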
Mcl1 Bid PPI: disrupts binding of human Mcl-1 to Bid peptide | Q07820 | TR-FRET Mcl-1/Bid-Dy647 peptide binding, 1536-well | inhibition, % at 21.7 µM | 220,000 compounds, 0.97% hits;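 active = compounds that cut the binding signal by more than half at the single screening dose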;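 also: His-tagged Mcl-1 with europium anti-His antibody binding Bid BH3 peptide; 0% = Mcl-1 plus peptide wells and 100% = peptide-only wells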
Target sequence (Q07820 whole entry, looked up): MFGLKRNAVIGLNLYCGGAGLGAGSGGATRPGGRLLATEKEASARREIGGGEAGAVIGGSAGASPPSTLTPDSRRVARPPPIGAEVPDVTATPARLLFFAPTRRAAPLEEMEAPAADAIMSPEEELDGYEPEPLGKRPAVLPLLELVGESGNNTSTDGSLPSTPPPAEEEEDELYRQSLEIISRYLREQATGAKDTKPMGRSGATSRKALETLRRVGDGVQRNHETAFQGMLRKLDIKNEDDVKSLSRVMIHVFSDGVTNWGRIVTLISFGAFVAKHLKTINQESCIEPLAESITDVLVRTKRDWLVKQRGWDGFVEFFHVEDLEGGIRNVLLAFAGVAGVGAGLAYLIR
Rab2 wt GTP: changes GTP binding to wildtype dog Rab2A, up or down; P61105; GST-Rab2 wt beads, Bodipy-GTP binding, flow cytometry; GTP binding activity, % at 10 µM; 190,000 compounds, 0.19% hits; AID 760;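 active = GTP binding activity at least 20 points away from 100%, either lowered or raised; inconclusive = signal likely due to the compound's own green fluorescence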;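 also: 0% = beads with excess unlabeled GTP and 100% = no-compound control corrected for plate trend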
Rac1 wt modul: human Rac1 wildtype GTP binding, inhibitors and activators. P63000. GST-Rac1 beads, fluorescent GTP binding, flow cytometry; actives lie on both sides; 0 = cold GTP competed, 100 = untreated. GTP binding activity (% of control), % at 10 µM. 190,000 compounds, 0.27% hits;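 active = GTP binding activity at least 20 points away from the 100% control level, either lower or higher; inconclusive = compound flagged as likely green fluorescent, judged across all proteins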
GSH fluor: compound fluoresces at 488/530 nm on GSH beads. 190,000 compounds, 0.25% hits. fluorescence (KMESF) at 10 µM. GSH beads flow cytometry, compound fluorescence 488/530 nm; stronger effect = higher value; in the data active = fluorescence above about 89;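 also: glutathione beads carrying GST-tagged Bcl family fusion proteins plus one bare bead set; values are compound well signal with DMSO vehicle wells as background; inactives centre near 16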
Avidin fluor: avidin bead compound fluorescence profile. Avidin beads, compound fluorescence 488/530 nm, flow cytometry; stronger effect = higher value. 220,000 compounds, 0.38% hits. AID 1775. fluorescence (KMESF) at 10 µM; in the data active = fluorescence above about 47; also: inactives centre near 10
HRas wt GTP: human HRas wildtype GTP binding, change in either direction; P01112; GST-Ras wt beads, Bodipy-FL-GTP binding, flow cytometry; actives lie on both sides; GTP binding activity, % at 10 µM; 190,000 compounds, 0.14% hits; AID 759;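 active = GTP binding activity at least 20% away from the 100% baseline, either lowered as inhibitor or raised as activator; inconclusive = flagged as likely green fluorescent, judged across all proteins in the well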;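 also: 0% = unlabeled GTP competition control and 100% = no-compound control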
Target sequence (P01112 whole entry, looked up): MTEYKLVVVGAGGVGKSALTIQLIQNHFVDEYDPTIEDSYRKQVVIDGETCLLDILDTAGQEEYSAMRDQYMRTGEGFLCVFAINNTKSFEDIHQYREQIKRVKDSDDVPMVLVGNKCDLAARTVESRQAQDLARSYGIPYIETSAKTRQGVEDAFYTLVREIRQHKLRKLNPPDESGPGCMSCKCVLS
Rac1 mut GTP: human Rac1 activated mutant GTP binding change. P63000. GST-Rac1 activated beads, fluorescent GTP binding, flow cytometry; actives lie on both sides; 100% means binding = to untreated wells. percent activity (GTP binding), % at 10 µM. 190,000 compounds, 0.11% hits. AID 764;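 active = GTP binding at least 20 percentage points away from the 100% baseline, in either direction, so actives lie on both sides; inconclusive = Compound likely fluorescent itself, or too few beads counted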
Mcl1 Noxa PPI: disrupts binding of human Mcl-1 to Noxa peptide | TR-FRET Mcl-1/Noxa peptide binding, 2 h | inhibition, % at 21.7 µM | 220,000 compounds, 1.5% hits;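 active = compounds that cut the protein-peptide binding signal by more than 50% relative to plate controls in a single-dose test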;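 also: His-tagged Mcl-1 with rhodamine Noxa BH3 peptide and terbium anti-His antibody; 0% = Mcl-1 plus Noxa peptide wells and 100% = peptide-only wells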
* hit, by the source's call; u = inconclusive; x = no result given.

Every second line gives: Rab7 wt GTP bind, Cdc42 wt, Pf gamet viab, Mcl1 Bid PPI, Rab2 wt GTP, Rac1 wt modul, GSH fluor, Avidin fluor, HRas wt GTP, Rac1 mut GTP, Mcl1 Noxa PPI
CCn1c(=O)c([N+](=O)[O-])c(Cl)c2ccccc21
 : 96, 88, x, 12, 87, 98, 9, 13, 89, 96, 9
COC(=O)c1ccccc1NC(=O)CSc1nnnn1C1CCCCC1
 : 99, 103, -51, -3, 100, 103, 18, 42, 101, 98, -4
CCn1cc(-c2cc(C(F)(F)F)n3nc(C(=O)O)cc3n2)c(C)n1
 : 101, 105, x, -26, 99, 106, 4, 10, 104, 103, -2
Cc1cc(NC(=O)CSc2nnc(N)s2)c([N+](=O)[O-])cc1C
 : u, u, x, -13, u, u, 11, 23, u, u, 13
Cc1nn(-c2ccccn2)c2c1C(c1ccccc1Cl)C1=C(N2)c2ccccc2C1=O (stereo not given)
 : 101, 97, -4, 5, 99, 104, 9, 15, 102, 97, 7
COc1ccc2c(Cl)c(C(=O)NN)sc2c1
 : 92, 99, x, -22, 97, 100, 9, 14, 100, 100, 1
Cc1ccc(S(=O)(=O)Nc2ccc(N3CCCCC3)cc2)cc1
 : 96, 93, 17, -34, 96, 93, 20, 9, 92, 93, 40
O=C(Oc1ccc(C(=S)N2CCC(O)CC2)cc1)c1ccc(Cl)cc1
 : 93, 90, 4, -51, 91, 95, 10, 7, 93, 95, 17
CC(=O)N1CCn2c3c(c(=O)c4cc(C)ccc42)CCC31 (stereo not given)
 : 100, 98, x, -28, 97, 100, 57, 8, 98, 97, 0
O=C(OCCN1CCCCC1)c1ccc(O)cc1
 : 97, 100, 24, -34, 101, 105, 35, 10, 102, 101, 4
CC(=O)Nc1nc2n(n1)C(c1ccccc1)C=C(c1ccccc1)N2 (stereo not given)
 : 104, 103, x, -12, 103, 109, 13, 7, 103, 103, 9
COc1ccc(/C=N/N(C(C)=O)c2nc(-c3ccc(C)cc3)cs2)cc1
 : 95, 100, -4, -15, 96, 98, 26, 4, 100, 97, -4
CCOc1ccccc1C(=O)Nc1nccs1
 : 93, 100, 12, -12, 97, 99, 44, 7, 97, 98, -9
CC(=Nc1ccccc1C)C1=C(O)CSC1=O
 : 94, 101, x, -21, 96, 99, 5, 6, 99, 97, -3
CCOc1cc(C(=O)O)cc(Cl)c1OC
 : 97, 101, 3, 12, 97, 107, 17, 5, 101, 97, 29
CCOC(=O)C1C(=O)NC(N2CCOCC2)=NC1C(C)C (stereo not given)
 : 98, 103, -9, 5, 99, 103, 20, 33, 98, 100, 13
O=C(N/N=C/c1ccco1)c1cc(-c2cccc3ccccc23)n[nH]1
 : 95, 98, x, -5, 95, 96, 10, 19, 98, 98, 13
Cc1ccc(NC(=O)c2c(Cl)nc3ccccn23)cc1
 : 90, 92, 3, -14, 91, 95, 12, 12, 94, 95, -3
C=CCN1C(=O)/C(=C/c2ccc(OCC(=O)O)cc2)S/C1=N/c1nccs1
 : 97, 95, -3, -15, 98, 100, 14, 8, 100, 97, 40
Cc1ccc(C(=O)N2CCCC(C(=O)c3ccc(Oc4ccccc4)cc3)C2)cn1 (stereo not given)
 : 101, 92, 16, -10, 95, 95, 9, 3, 95, 92, -6

Continued.
Every second line gives: Rab7 wt GTP bind, Cdc42 wt, Pf gamet viab, Mcl1 Bid PPI, Rab2 wt GTP, Rac1 wt modul, GSH fluor, Avidin fluor, HRas wt GTP, Rac1 mut GTP, Mcl1 Noxa PPI
COC(=O)c1ccc(OC(=O)C2CC(=O)N(c3ccc(C)cc3C)C2)cc1 (stereo not given)
 : 98, 100, x, -17, 101, 103, 18, 10, 100, 99, 2
CN1CCN(Cc2cn[nH]c2-c2ccc(F)cc2F)[C@@H](c2ccccc2)C1
 : 105, 100, x, -28, 100, 103, 14, 8, 99, 95, 3
CC(C)CCNC(=O)c1cccc(C(=O)NCCC(C)C)c1
 : 98, 100, x, -9, 99, 101, 11, 13, 100, 99, 4
COc1cc(-c2nnc(CSc3nnc(Nc4ccc(C(C)C)cc4)s3)o2)cc(OC)c1OC
 : 98, 98, 4, -10, 97, 98, 16, 8, 98, 99, 9
CC(C)C(C)NC(=O)CN1C(=O)NC2(CCc3ccccc3C2)C1=O (stereo not given)
 : 104, 95, x, -5, 96, 95, 13, 11, 94, 93, 2
CCn1c(=O)cc(OCC(=O)N2CCN(c3ccc(F)cc3)CC2)c2ccccc21
 : 100, 106, 13, 11, 104, 103, 11, 16, 101, 101, 14
COc1cccc(NS(=O)(=O)c2ccc3[nH]cc(C(=O)NCCCOC(C)C)c(=O)c3c2)c1
 : 94, 102, 15, 30, 93, 106, 10, 20, 99, 98, 26
COc1ccc(COC(=O)c2ccc(N3CCCC3=O)cc2)cc1F
 : 98, 99, -16, 5, 101, 102, 30, 4, 102, 98, -3
COc1ccc(OCC(O)CNc2ccc(Br)cc2)cc1 (stereo not given)
 : 97, 102, -20, 4, 99, 103, 32, 11, 100, 97, -9
c1cncc(CN=C2Nc3ccccc3CS2)c1
 : u, u, 0, -7, u, u, 14, 12, u, u, -1
COc1ccc(CCNC(=O)Cc2ccc3c(c2)OCO3)cc1OC
 : 99, 105, x, -86, 102, 107, 19, 8, 101, 102, -18
COC(=O)/C(=C1\Oc2ccc(C(C)(C)C)cc2S1)C(F)(F)F
 : 95, 100, x, 1, 97, 99, 16, 19, 98, 97, 5
N=c1sccn1CC(=O)Nc1ccc(Cl)c(S(=O)(=O)N2CCOCC2)c1
 : 108, 108, -5, 14, 103, 109, 37, 13, 104, 99, 26
CCOC(=O)c1ccc(NC(=O)CSCCC(=O)O)cc1
 : 94, 94, x, 0, 94, 93, 0, 7, 92, 94, -8
Cc1cc(C)cc(N2C(=O)c3nccnc3C2=O)c1
 : 98, 99, 4, -34, 100, 102, 6, 11, 102, 100, -2
C#CCN1C(=O)C(O)(CC(=O)c2ccc3c(c2)OCCO3)c2ccccc21 (stereo not given)
 : 97, 103, x, -3, 100, 103, 26, 6, 101, 99, 1
O=C(N1CCN(c2ccccc2)CC1)C(F)(F)C(F)F
 : 105, 104, -10, -26, 103, 105, 12, 11, 104, 103, 7
COC(=O)c1sc(N)c(C(=O)OC)c1CSc1nc2sc3c(c2c(=O)n1C)CCC3
 : 102, 100, x, -10, 100, 105, 21, 6, 101, 100, 11
CC(C)n1c(SCc2ccccc2F)nc2c1c(=O)n(C)c(=O)n2C
 : 99, 101, x, -11, 101, 102, 18, 6, 100, 97, 14
CCN(CC)C(=O)Cn1cc(C(=O)C(=O)NCc2ccco2)c2ccccc21
 : 90, 96, x, -9, 96, 93, 23, 25, 96, 96, 14

Later entries.
compound	Rab7 wt GTP bind	Cdc42 wt	Pf gamet viab	Mcl1 Bid PPI	Rab2 wt GTP	Rac1 wt modul	GSH fluor	Avidin fluor	HRas wt GTP	Rac1 mut GTP	Mcl1 Noxa PPI
CCc1ccc(-c2nn[nH]n2)cc1	102	104	x	6	100	105	57	10	103	99	2
CCOC(=O)CNC(=O)CSc1nc2cccnc2n1C	95	98	22	-13	97	99	7	4	98	99	6
O=C(c1ccc(SCc2ccco2)c([N+](=O)[O-])c1)N1CCOCC1	88	93	-2	5	92	95	17	9	92	92	8
COc1ccc(OC)c2[nH]c(=O)c(CCNC(=O)c3ccc(Br)o3)cc12	95	100	x	-11	99	102	27	11	98	98	-2
NNC(=O)c1nn(-c2ccc(Cl)cc2)ccc1=O	93	98	9	-12	96	95	15	34	95	93	6
CCOc1ccc(CN2CCNC(=O)C2CC(=O)NCCCn2ccnc2)cc1 (stereo not given)	103	99	2	-23	99	101	9	3	101	95	7
O=C1N=C2SCCN2/C1=C\c1ccc(Cl)cc1	97	101	x	0	98	100	15	38	99	97	16
CCOc1ccc(-n2c(=S)sc3c(=O)[nH]c(SCC(=O)NC(C)CC)nc32)cc1 (stereo not given)	96	98	x	18	97	97	40	0	96	94	14
Cc1nn(Cc2ccccc2)c(Cl)c1C(=O)NCc1ccc(C)n1C	99	100	6	-107	98	98	60	5	98	96	5
O=C(CNC(=O)c1ccc(Cl)cc1)NCCCn1ccnc1	100	99	-16	-9	97	95	13	41	99	97	2

Three entries picked at random from those above, as already listed:
compound	Rab7 wt GTP bind	Cdc42 wt	Pf gamet viab	Mcl1 Bid PPI	Rab2 wt GTP	Rac1 wt modul	GSH fluor	Avidin fluor	HRas wt GTP	Rac1 mut GTP	Mcl1 Noxa PPI
O=C(CNC(=O)c1ccc(Cl)cc1)NCCCn1ccnc1	100	99	-16	-9	97	95	13	41	99	97	2
CCc1ccc(-c2nn[nH]n2)cc1	102	104	x	6	100	105	57	10	103	99	2
O=C1N=C2SCCN2/C1=C\c1ccc(Cl)cc1	97	101	x	0	98	100	15	38	99	97	16
